EPAC1 agonist – activates human EPAC1 exchange factor. O95398. EPAC1 agonist qHTS, biochemical assay; response scale: 100% = response to 6.5 mM cAMP. 0.073% of 360,000 active. Potency, µM (top dose mostly 154 µM), without a hit: at the top dose activation, usual class: activators; further: potency means the concentration at half of the fitted maximal effect; nearly all actives have a fitted effect of over 60% in size
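EPAC1 100 nM, Rap1B–BODIPY-GDP 250 nM, unlabeled GDP 50 uM; compound titration; 5 min RT; kinetic read ex480/em540 at 5-min intervals ×30 min; data normalized to 6.5 mM cAMP agonist control.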
PLK1 PBD block – inhibitors of human PLK1 polo-box domain binding. P53350. Plk1 PBD binding of FITC phosphopeptide, fluorescence polarization. Potency, µM, inactives show max response, negative = inhibition, usual class: inhibitors. 2.8% of 360,000 active; further: potency means the concentration at half of the fitted maximal effect; series mostly up to about 57 µM; on the % scale 0 is the no-effect control and ±100 the full control effect; nearly all actives have a fitted effect of over 65% in size
PI5P4Ka inh – inhibitors of human PI5P4K alpha; max response, %; P48426; PI5P4Kalpha enzyme, ADP-Glo luminescence, 60 min; hits give low values; 1.2% of 330,000 active; active means max response of -50% or lower; inconclusive means between -30% and -50%; inactive means -30% or higher; further: value at the top dose of about 77 µM; on the % scale 0 is the no-effect control and ±100 the full control effect
Target sequence (P48426 whole entry, looked up): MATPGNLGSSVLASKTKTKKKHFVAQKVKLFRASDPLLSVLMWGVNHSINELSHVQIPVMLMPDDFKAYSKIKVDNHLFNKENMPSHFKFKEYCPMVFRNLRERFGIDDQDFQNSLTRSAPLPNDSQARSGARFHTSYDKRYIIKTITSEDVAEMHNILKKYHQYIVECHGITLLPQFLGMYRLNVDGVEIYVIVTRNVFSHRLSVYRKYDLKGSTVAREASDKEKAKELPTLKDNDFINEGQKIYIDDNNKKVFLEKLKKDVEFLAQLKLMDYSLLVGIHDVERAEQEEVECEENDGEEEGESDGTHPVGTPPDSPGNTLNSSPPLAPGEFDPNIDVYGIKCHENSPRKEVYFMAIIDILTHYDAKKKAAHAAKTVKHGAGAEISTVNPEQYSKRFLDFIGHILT
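qHTS, 1536-well: enzyme/substrate mix, compound by pin tool, 5 microM ATP final; RT 60 min; ADP-Glo reagents 1 (45 min) then 2 (30 min); luminescence.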
IL-2 act – IL-2 activation. 0.065% of 360,000 active. activation, % (series mostly up to about 46 µM). AID 652025. IL-2 activation reporter assay, cell-based qHTS; stimulated with anti-CD3/CD4/CD28 beads; in transgenic mouse T cells; in the data active means activation above about 50%; inconclusive means mostly about 30% to 49%; further: 0% is about no effect
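Unstimulated transgenic mouse T cells; 60-min compound exposure; bead-based TCR/CD4/CD28 stimulation; 18 h culture, 37 degrees C; dual fluorescence (EGFP, DsRed) plate cytometry.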
PTHR1 agonist – agonists of human PTHR1 parathyroid hormone receptor | HEK293 GP2 PTHR1 cells, GloSensor cAMP luminescence, 1 h | Potency, µM (titrated, usually from 115 µM), for inactives: at the highest dose activation, actives largely listed as activators | 0.075% of 410,000 active | AID 743266 | Q03431; further: potency means the concentration at half of the fitted maximal effect; nearly all actives have a fitted effect of over 55% in size; some results filed as inactive show a strong effect at the top dose; inactives centre near -15; many of its hits are not listed in these tables
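HEK-293-derived GP2 cells expressing PTHR1 and a GloSensor cAMP reporter, 3,000/well, plated overnight, given luciferin plus IBMX (each 0.5 mM as added) for 1 h at 37 °C, then compound for 1 h at 37 °C. Luminescence was read after 15 min at room temperature.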
GLP1R cytotox – cytotoxic in the GLP-1 receptor inverse agonist counter-screen. 0.13% of 410,000 active. HEK293 cAMP-luciferase reporter cells, luminescence, 24 h. Potency, µM (highest dose often 38.3 µM), for inactives: top-dose activity change, negative = inhibition, actives largely listed as inhibitors;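 further: loss of luciferase light is scored as toxicity; potency means the concentration at half of the fitted maximal effect; on the % scale 0 is the no-effect control and ±100 the full control effect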
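Luminescence readout: signal drop marks cytotoxicity. Plated cells grew 12 h at 37 °C, 5% CO2, received 23 nL compound for 24 h, then got luciferase reagent, read after 12 min at RT.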
GLP-1R agonist – agonists of human GLP-1 receptor; Potency, µM (doses to about 45.6 µM), for the others: top-dose activation, actives largely listed as activators; 0.007% of 380,000 active; P43220; HEK293 GLP-1R CRE-luciferase, luminescence, 4-6 h; cells express a hypersensitive GLP-1R form; AID 624172; further: potency means the concentration at half of the fitted maximal effect; % of control where 0% means no effect
Target sequence (P43220 whole entry, looked up): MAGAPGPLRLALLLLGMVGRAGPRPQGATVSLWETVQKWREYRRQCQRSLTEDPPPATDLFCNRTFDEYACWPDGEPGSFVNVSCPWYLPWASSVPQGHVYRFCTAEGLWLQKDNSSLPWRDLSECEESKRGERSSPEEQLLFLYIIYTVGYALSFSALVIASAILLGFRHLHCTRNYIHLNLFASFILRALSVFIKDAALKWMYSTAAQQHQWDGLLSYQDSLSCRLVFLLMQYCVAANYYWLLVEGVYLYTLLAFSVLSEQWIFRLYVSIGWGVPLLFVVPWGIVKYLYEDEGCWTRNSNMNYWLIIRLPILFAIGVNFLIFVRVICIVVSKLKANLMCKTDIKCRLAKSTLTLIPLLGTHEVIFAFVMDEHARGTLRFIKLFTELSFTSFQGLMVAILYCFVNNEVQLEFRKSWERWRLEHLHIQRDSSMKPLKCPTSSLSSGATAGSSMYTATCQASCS
EPAC1 antag – EPAC1 (human) antagonism; O95398; EPAC1 GEF assay, Rap1b-BODIPY-GDP exchange fluorescence; Potency, µM (top dose mostly 115 µM), for the others: at the top dose activity change, negative = inhibition, most hits filed as inhibitors; 0.14% of 360,000 active; AID 720709;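 further: potency means the concentration at half of the fitted maximal effect; plate controls were vehicle for no effect and positive control for full effect; nearly all actives have a fitted effect of over 50% in size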
GLP-1R inv ag – GLP-1 receptor (human) inverse agonism; HEK293 GLP-1R CRE-luciferase, luminescence, 24 h; GLP-1R form is constitutively active; Potency, µM (series often up to 38.3 µM), inactives show at the highest dose activity change, negative = inhibition, most hits filed as inhibitors; 1.6% of 410,000 active; further: potency means the concentration at half of the fitted maximal effect; on the % scale 0 is the no-effect control and ±100 the full control effect; nearly all actives have a fitted effect of over 55% in size
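Assay principle: reduced luminescence from a cAMP-responsive reporter in HEK293 cells co-expressing a constitutively active GLP-1R. Conditions: 24 hr compound incubation, 37 deg C, 5% CO2.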
Active calls of the source: *; i = inactive; ? = inconclusive; . = no result given; & = joins results of further samples; [ ] = remark or other dose. Unless noted, the call rests on the fitted dose curve; in most records, active means well fitted curve in the direction sought with a large enough effect; inconclusive means small, poorly fitted or top-dose-only effect, or another doubt; inactive means no such curve, though single readings can be large; an effect the other way counts as inactive or inconclusive.

cpd	structure	PTHR1 agonist	GLP1R cytotox	PLK1 PBD block	IL-2 act	EPAC1 agonist
1	COc1ccccc1OCCNC(=O)CCNC(=O)c1ccccc1Cl	i	-11%	-11%	-2.2	13%
2	CCCCCCCCN1C(=O)[C@H](CC(=O)NCCCOC)C[C@@]2(C(=O)OCC)CCCC=C12	i	-4%	-19%	-0.6	-22%
3	COc1ccc(N=Nc2ccc(N)nc2N)cc1	-1%	-28%	-6%	1.1	9%
4	CCN(CC)C(=O)C1=C(C)N(Cc2ccccc2)C(=O)C(CC(=O)NCCc2ccccn2)C1 (stereo not drawn)	i	-5%	-4%	1.6	6%
5	CCc1ccccc1NC(=O)CN1CCN(CC(=O)Nc2ccc(-c3ccccc3)cc2)CC1	-10%	-1%	-3%	0.1	4%
6	CC(=O)c1sc(-c2ccccc2)cc1NS(=O)(=O)c1ccccc1	17%	1%	-11%	-1.5	7%
7	CN(C)S(=O)(=O)c1ccc(Nc2nc(C3CC3)nc3c2nnn3Cc2ccccc2Cl)cc1	i	-6%	4%	-0.3	-12%
8	CCc1ccc(C(=O)CN2CCSC2=N)cc1	-36%[inhibitor]	-14%	-13%	-0.4	15%
9	COc1ccc(N2CCN(Cc3nc4scc(-c5ccccc5)c4c(=O)[nH]3)CC2)cc1	21%	27%	6%	-0.5	3%
10	CCC(=O)N1CC23C=CC(CC2CC12CCCCC2)O3 (stereo not drawn)	i	0%	-3%	-0.6	7%
11	Cc1oc(-c2cccs2)cc1C(=O)N1CCC(C)(C(=O)NS(=O)(=O)C2CC2)C1 (stereo not drawn)	i	4%	-6%	-0.2	8%
12	CC(=O)c1ccc(N=Cc2c(O)n(-c3cc(Cl)ccc3N3CCOCC3)c(=O)c3ccccc23)cc1	-43%[inhibitor]	-14%	-4%	0.3	12%

cpd	GLP-1R agonist	PI5P4Ka inh	GLP-1R inv ag	EPAC1 antag
1	-2%	2	4%	12%
2	7%	8	?	-21%
3	10%	-15	69%[activator]	0%
4	6%	5	8%	3%
5	6%	0	-3%	2%
6	5%	7	16%	-17%
7	-3%	3	-14%	-9%
8	-2%	-8	?	-3%
9	-3%	0	?	?
10	-13%	.	?	-9%
11	-5%	-4	22%	1%
12	-8%	4	-26%	-2%

(next part)
cpd	structure	PTHR1 agonist	GLP1R cytotox	PLK1 PBD block	IL-2 act	EPAC1 agonist
13	Cc1occc1C(=O)N/N=C/c1sc(N2CCOCC2)nc1-c1ccccc1	?	18%	-17%	-0.3	-8%
14	CCSc1nnc(-c2ccncc2)o1	i	8%	1%	-1.2	-2%
15	O=S(=O)(NCc1cccc(C(F)(F)F)c1)NCc1ccccc1F	-11%	4%	-3%	-0.3	-12%
16	CC(C)CNC(=O)C1Nc2ccccc2C2C=CCC12 (stereo not drawn)	i	-29%	?	-0.3	3%
17	CC(C)(C)n1nnnc1C(c1ccccc1)N1CCc2ccccc2C1 (stereo not drawn)	i	9%	-1%	3.8	9%
18	COCC(C)NC(=O)C(C)N1c2cccc3cccc(c23)S1(=O)=O (stereo not drawn)	i	11%	3%	-0.5	-5%
19	Cc1ccc(N(CC(=O)NC2CCCCC2)C(=O)c2ccc(C)s2)cc1	i	-14%	-13%	0.2	11%
20	CC(C)(C)Nc1scc(-c2ccccc2)[n+]1-c1ccccc1	-16%	-2%	-7%	-3.2	-5%
21	CCCS(=O)(=O)Nc1c(OC)ccc2c1c(C(=O)OCC)c(C)n2C	-23%	7%	-10%	0.4	-1%
22	CC(=O)Nc1cc(C(=O)OCc2cccc([N+](=O)[O-])c2)ccc1C	i	0%	-2%	-0.3	3%
23	Cc1cc(C)cc(-n2c(SCC(=O)N3CCCCCC3)nc3c([nH]c4ccccc43)c2=O)c1	i	3%	.	.	.
24	COc1ccc(NC(=O)C2(S(=O)(=O)c3ccc(C)cc3)CC2)cc1	-8%	-13%	-19%	0.8	3%

cpd	GLP-1R agonist	PI5P4Ka inh	GLP-1R inv ag	EPAC1 antag
13	-6%	0	5%	-22%
14	3%	.	36%[activator]	-1%
15	15%	-5	?	-19%
16	-2%	?	8%	1%
17	-7%	2	5%	-21%
18	0%	-15	15%	-17%
19	-1%	.	?	5%
20	0%	1	2%	1%
21	5%	-3	7%	-1%
22	10%	4	18%	-3%
23	-2%	.	4%	.
24	12%	-6	-6%	-4%

Entries of single compounds, quoted from the list. Order of values: PTHR1 agonist | GLP1R cytotox | PLK1 PBD block | IL-2 act | EPAC1 agonist | GLP-1R agonist | PI5P4Ka inh | GLP-1R inv ag | EPAC1 antag
`Cc1cc(C)cc(-n2c(SCC(=O)N3CCCCCC3)nc3c([nH]c4ccccc43)c2=O)c1` in the list: i | 3% | . | . | . | -2% | . | 4% | .
`Cc1occc1C(=O)N/N=C/c1sc(N2CCOCC2)nc1-c1ccccc1` in the list: ? | 18% | -17% | -0.3 | -8% | -6% | 0 | 5% | -22%
`O=S(=O)(NCc1cccc(C(F)(F)F)c1)NCc1ccccc1F` in the list: -11% | 4% | -3% | -0.3 | -12% | 15% | -5 | ? | -19%
`CC(=O)Nc1cc(C(=O)OCc2cccc([N+](=O)[O-])c2)ccc1C` in the list: i | 0% | -2% | -0.3 | 3% | 10% | 4 | 18% | -3%
`Cc1ccc(N(CC(=O)NC2CCCCC2)C(=O)c2ccc(C)s2)cc1` in the list: i | -14% | -13% | 0.2 | 11% | -1% | . | ? | 5%

Next part
cpd	structure	PTHR1 agonist	GLP1R cytotox	PLK1 PBD block	IL-2 act	EPAC1 agonist
25	O=C(c1ccco1)N1CCN(C(=O)c2ccc(-c3ccc([N+](=O)[O-])cc3)o2)CC1	-46%[inhibitor]	-6%	-21%	-4.4	-9%
26	Cc1ccc(F)cc1NC(=O)C1CC(=O)N(CCc2ccccc2)C1 (stereo not drawn)	-14%	13%	-14%	0.5	0%
27	CC(C)CC(=O)N1CCN(C(=O)c2cccc(F)c2)CC1	i	-2%	-2%	0.3	10%
28	COc1cnc(-c2ccccn2)nc1Sc1ccc(C)cc1	-3%	?	-1%	1.4	3%
29	COc1ccc(CC(=O)OCC(=O)c2ccc[nH]2)cc1	i	-12%	5%	-1.7	-2%
30	O=S(=O)(NN=C(c1ccccc1)c1ccccc1)c1ccccc1	-38%[inhibitor]	4%	-2%	3.2	9%
31	CCOC(=O)n1c(SCC(N)=O)nc2ccccc21	i	-14%	-8%	-2.3	-2%
32	O=C1C(Cl)=C(NCC2CCCO2)C(=O)N1c1ccccc1 (stereo not drawn)	i	0%	-7%	-3.1	0%
33	O=C(COc1cccnc1[N+](=O)[O-])N1N=C(c2ccc(Cl)cc2)CC1c1ccco1 (stereo not drawn)	-6%	-8%	3%	0.0	10%
34	Cc1ccc(-c2cc(C(=O)NCc3cnn(C)c3)c3cc(Br)ccc3n2)cc1	-2%	-4%&15%	2%	-1.4	-2%
35	N#CCCn1cc(C(=O)Nc2ccc(C(=O)O)cc2)c(-c2ccc([N+](=O)[O-])cc2)n1	-57%[inhibitor]	-13%	-7%	0.2	12%
36	COc1ccccc1C(=O)Nc1ccccc1C(=O)NCc1ccco1	?	1%	-12%	-3.1	2%

cpd	GLP-1R agonist	PI5P4Ka inh	GLP-1R inv ag	EPAC1 antag
25	7%	-74*	17%	-30%
26	-8%	2	-4%	-2%
27	-7%	8	6%	7%
28	15%	0	?	-18%
29	1%	-1	-16%	-3%
30	1%	1	-26%	-5%
31	0%	1	2%	-10%
32	-9%	.	5%	-7%
33	12%	2	?	-10%
34	6%	13	6%&12%	-21%
35	1%	0	5%	-21%
36	-3%	0	?	2%

Additional compounds.
cpd	structure	PTHR1 agonist	GLP1R cytotox	PLK1 PBD block	IL-2 act	EPAC1 agonist
37	Cc1cccc(N2CCN(S(=O)(=O)c3cc(Cl)ccc3Cl)CC2)c1C	i	-7%	.	.	.
38	CC(NC(=O)[C@@H](C)NC(=O)[C@@H]1Cc2ccccc2CN1C(=O)OC(C)(C)C)c1ccccc1 (stereo partly drawn)	-2%	-3%	-2%	-0.2	-9%
39	COC(=O)c1cnc(Oc2c(Cl)cc(N)cc2Cl)cc1C(F)(F)F	-8%	0%	-10%	-3.3	7%
40	Cc1ccc([N+](=O)[O-])cc1NCC(=O)NN	1%	8%	-14%	1.2	4%
41	CC1(C)CC(NC(=O)c2ccccn2)CC(C)(C)N1O	i	0%	?	0.1	-5%
42	CC(C)N(C)S(=O)(=O)c1ccc(NC(=O)C2=COCCO2)cc1	-24%	-1%	-11%	0.1	7%
43	CN(C)CCNc1c(N)c(=O)oc2ccccc12	i	3%	-12%	-0.2	6%
44	CCOC(=O)C1=C(CN2CCN(C(=O)c3ccco3)CC2)NC(=O)NC1c1ccccc1 (stereo not drawn)	i	3%	5%	-0.1	-12%
45	CC(C)c1ccc(/C=C2\SC(=S)N(CCC(=O)NCCCn3ccnc3)C2=O)cc1	?	?	-19%	-1.9	-2%
46	O=C1CS/C(=C\S(=O)(=O)c2ccc(Cl)cc2)N1	i	-15%	-20%	-1.8	-2%
47	O=C(CC(NS(=O)(=O)c1ccc(Cl)cc1)c1ccco1)NC1CCCC1 (stereo not drawn)	-1%	5%	-1%	0.3	-2%

cpd	GLP-1R agonist	PI5P4Ka inh	GLP-1R inv ag	EPAC1 antag
37	-6%	.	2%	.
38	0%	-6	-5%	-19%
39	7%	58	?	2%
40	3%	2	8%	-18%
41	-7%	-1	2%	4%
42	14%	9	22%	-14%
43	6%	-5	-8%	-10%
44	13%	1	14%	-4%
45	-2%	6	2.5µM*	-8%
46	2%	-2	2%	5%
47	6%	9	-25%	1%

Compound activity: PubChem BioAssay, National Center for Advancing Translational Sciences (NCATS)

Not all compounds are listed; the hit share may differ from the screen's.
